Assay outcomes: PubChem BioAssay, National Center for Advancing Translational Sciences (NCATS)
pAkt inh: Akt phosphorylation inhibition. Neuro2A IGF-stimulated pAkt S473 HTRF, 20 min; stronger effect = lower value. activity change, % for hits at 50 µM. 360,000 tested, 0.32% active; in the data active = activity change below about -80%; inconclusive = mostly about -51% to -80%; also: % is scaled to controls: 0 for no effect and ±100 for the full control effect
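Neuro2A cells (4,500/well, DMEM with 0.5% FBS) were treated with compound at a single 50 µM final concentration, stimulated with 6 nM IGF for 20 min at 37 °C, and lysed. Phospho-Akt Ser473 was read by HTRF as 665/615 ratio ×10^4.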
A549 viability: A549 cytotoxicity, counter-screen for Nrf2 inhibitors | Potency, µM (top dose mostly 46 µM), inactives show top-dose activity change, negative = cytotoxicity, usual class: inhibitors | 390,000 tested, 0.16% active | A549 ARE-Fluc cells, CellTiter-Fluor viability, 18-24 h | AID 504648; also: potency is read from the fitted curve at half-maximal effect; % is scaled to controls: 0 for no effect and ±100 for the full control effect
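A549 ARE_Fluc cells in 5% FBS OPTI-MEM were exposed to compounds in concentration-response for 18-24 h at 37 deg C. Viability was read by CellTiter-Fluor fluorescence (Ex 405/Em 525) after 30 min, before the luciferase read.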
CCT modulator: cytosolic chaperonin activity modulation; AID 651819; purified chaperonin ATPase assay, HTRF ADP detection, 30 min; 360,000 tested, 0.3% active; activity change, % (test concentration not listed), hits read low; in the data active = activity change below about -30%; also: % is scaled to controls: 0 for no effect and ±100 for the full control effect
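TRiC (40 or 20 nM final, by batch activity) in 30 mM Tris pH 7.4, 100 mM KCl, 5 mM MgCl2, 1 mM DTT was treated with compound at 76 uM single dose, then 10 uM ATP, 30 min at 37 °C. ADP was read by HTRF Transcreener.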
HepG2 viability: HepG2 cytotoxicity, counter-screen for TGF-b inhibitors. 410,000 tested, 0.76% active. AID 588856. HepG2 CAGA-GFP viability, ATP luminescence, 18 h. Potency, µM (titrated, usually from 46.1 µM), inactives show at the highest dose activity change, negative = cytotoxicity, usual class: cytotoxic; also: potency is read from the fitted curve at half-maximal effect; some results filed as inactive show a strong effect at the top dose
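CellTiter-Glo luminescence gave cytotoxicity after 18 hours at 37 degrees C. The cells were HepG2 CAGA-GFP in 1% FBS DMEM, stimulated with 500 pg/mL TGF-beta after compound addition. %Activity was normalised to no-cell wells (complete cell-killing) and DMSO (no toxicity), and curves were fitted and classified.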
Nrf2 ARE act: Nrf2 pathway activation; AREc32 ARE-luciferase reporter (MCF7-derived line), luminescence, 24 h; Potency, µM (doses to about 46.1 µM), for the others: at the top dose activation, actives largely listed as activators; 410,000 tested, 0.31% active; also: potency is read from the fitted curve at half-maximal effect; % of control where 0% means no effect; nearly all actives have a fitted effect of over 65% in size
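Luminescent ARE reporter assay in AREc32_Fluc cells: overnight plating at 37 deg C, 24 hr compound incubation, Steady-Glo added, 30 min RT before reading.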
TGFb inhibitor: inhibitors of TGF-b signaling. Potency, µM (top dose mostly 46.1 µM), for the others: top-dose activity, negative = inhibition, usual class: inhibitors. AID 588855. HepG2 CAGA-GFP TGF-b/SMAD3 reporter, GFP fluorescence, 18 h; TGF-beta stimulated, 500 pg/mL final. 410,000 tested, 1.2% active; also: potency is read from the fitted curve at half-maximal effect; % is scaled to controls: 0 for no effect and ±100 for the full control effect; nearly all actives have a fitted effect of over 65% in size
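Using HEPG2 CAGA-GFP reporter cells at 1000 cells/well, we pinned test compounds, stimulated with recombinant TGF-beta (500 pg/mL final) and measured total well GFP after 18 h.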
Abeta rescue: restores growth of yeast expressing A-beta42 peptide; Potency, µM (highest dose often 46.1 µM), for inactives: at the top dose growth rescue, most hits filed as activators; yeast expressing A-beta42, growth rescue, OD600, 48 h; response scale: 0% DMSO, 100% iron-clioquinol control; AID 1347071; 410,000 tested, 0.063% active; also: potency is read from the fitted curve at half-maximal effect; nearly all actives have a fitted effect of over 55% in size
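Yeast A-beta toxicity model in growth medium with pinned compounds, 48 h at 30 C; growth read as absorbance at 600 nm. Normalized to FeCl3/clioquinol equimolar mix (positive) and DMSO (negative).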
Nrf2 inh: blocks Nrf2 signaling. A549 ARE-Fluc reporter, luciferase luminescence, 18-24 h. Potency, µM (titrated, usually from 46 µM), for inactives: at the top dose activity change, negative = inhibition, usual class: inhibitors. 360,000 tested, 2.1% active. AID 504444; also: potency is read from the fitted curve at half-maximal effect; % is scaled to controls: 0 for no effect and ±100 for the full control effect; nearly all actives have a fitted effect of over 60% in size
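Concentration-response testing used A549 ARE_Fluc cells at 5000 cells/well. Following an 18-24 h compound incubation, viability was read by fluorescence (Ex 405/Em 525) and luciferase output by luminescence.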
Mm-Cpn inhibitor: M. maripaludis TRiC chaperonin inhibition; purified Mm-Cpn ATPase, ADP Transcreener TR-FRET; Potency, µM (titrated, usually from 76.9 µM), without a hit: at the top dose activity, negative = inhibition, actives largely listed as inhibitors; 330,000 tested, 0.031% active; AID 504842; also: potency is read from the fitted curve at half-maximal effect; % is scaled to controls: 0 for no effect and ±100 for the full control effect; nearly all actives have a fitted effect of over 80% in size
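Inhibition of chaperonin ATP hydrolysis is measured as reduced ADP production, detected by competitive TR-FRET in which signal falls with ADP. Final enzyme 25 nM and ATP 10 uM, reacted 30 min at 37°C.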
The depositor's hits bear a star; i = inactive; ? = inconclusive; . = no result given; & = joins results of further samples; [ ] = dose if it differs, or a comment. Unless noted, calls follow the shape of the dose curve; as a rule, active = well fitted curve in the direction sought with a large enough effect; inconclusive = small, poorly fitted or top-dose-only effect, or another doubt; inactive = no such curve, though single readings can be large; an effect the other way counts as inactive or inconclusive.

SMILES	pAkt inh	A549 viability	CCT modulator	HepG2 viability	Nrf2 ARE act	TGFb inhibitor	Abeta rescue	Nrf2 inh	Mm-Cpn inhibitor
C[C@@]12C(=O)Nc3cc(F)c(F)cc3C(=O)N1[C@H]1c3cc(Cl)ccc3OC[C@@H]1[C@@H]2c1ccccc1	i	11%	-5.8	-17%	3.6%	-12%	?	1%	?
Cc1ccc(Nc2c(F)c(F)c(F)c(F)c2C(=O)O)cc1	i	-3%	2.7	4%	0.0%[9.22 µM]	4%	-1%	-10%	0%
CC1CC(NS(=O)(=O)c2cc3c4c(c2)CCN4C(=O)CC3)CC(C)(C)C1 (stereo not drawn)	i	-6%	1.2	2%	-0.5%	?	-1%	0%	-4%
COC(=O)C1C2CC(=O)C(C2)C1C(=O)OC (stereo not drawn)	i	-3%	-1.3	9%	-0.5%	4%	4%	-4%	.
CC(C)OC(=O)N(C)C[C@H]1OCc2cnnn2CCCC(=O)N([C@@H](C)CO)C[C@H]1C	i	.	0.6	1%	0.0%	18%	0%	.	.
CN(C)CCCN(C(=O)C1=COCCO1)c1nc2ccc(Br)cc2s1	i	14%	-0.8	-73%	-0.6%	?	16%	-23%	1%
COC(=O)c1sc(N)c(C(=O)OC)c1CSc1nnc(-c2ccccc2Cl)n1C	i	10%	0.3	-8%	-0.1%	13%	22%	-11%	-2%
O=C(COc1ccccc1/C=C1\SC(=S)NC1=O)Nc1ccc(F)cc1	i	?	-1.0	-31%	?	?	5%	23µM*	1%
COC(=O)c1sc(NC(=O)CSc2nnnn2C)nc1C	i	-22%	-1.4	-7%	0.3%	30%	-8%	19%	-2%
CCOc1ccc(CCNC(=O)Cn2c(-c3nonc3N)nc3ccccc32)cc1OCC	i	2%	0.6	-26%	0.4%	2%	7%	-17%	2%
COCCCN1CN(S(=O)(=O)c2cccs2)c2nc3ccccc3nc21	i	-7%	-0.7	4%	-0.4%	-1%	4%	-6%	-3%
COC(=O)C1C(=O)C=C(N2CCOCC2)CC1(C)C (stereo not drawn)	i	-6%	2.4	2%	-0.1%	0%	3%	-15%	1%
Cc1cccc(-c2noc(-c3ccc(NCC4CCCO4)c([N+](=O)[O-])c3)n2)c1 (stereo not drawn)	.	1%	.	-7%	4.4%	-16%	-20%	?	.
COc1ccc(NC(=S)NCCCCCC(=O)C[N+](=O)[O-])cc1	i	7%	0.3	-1%	2.1%[9.22 µM]	-18%	1%	1%	-7%
Cc1ccc2c(CSc3nncs3)cc(=O)oc2c1	i	-6%	3.1	-4%	5.2%	-17%	14%	20%	-12%
CCN(CC)S(=O)(=O)c1ccc(C(=O)OCC(=O)Nc2ccc(-c3nc4ccc(C)cc4s3)cc2)cc1	i	8%	-5.0	-58%	1.7%	-3%	8%	-6%	0%
COc1nc(NC2CCCCC2)nc(N2CCCCCC2)n1	i	-8%	0.7	-74%	0.8%	?	-4%	?	0%
C#CCOCCOCCOCCNc1nc(N2CCN(C(=O)C([C@@H](C)CC)n3cc(C(N)CO)nn3)CC2)nc(N2CCN(C(=O)C([C@@H](C)CC)n3cc(C(N)COC(=O)C(F)(F)F)nn3)CC2)n1 (stereo partly drawn)	i	-3%	-2.5	-8%	-0.6%	-1%	8%	7%	.
CCOc1ccccc1CC1C(=O)Nc2ccc(Br)cc21 (stereo not drawn)	.	-1%	.	-38%	-0.6%	?	17%	-30%	.
COC(=O)C[C@H]1c2cc(C(F)(F)F)ccc2S(=O)(=O)N1C1CCCCC1	i	-4%	-1.8	-4%&-7%	6.1%	?	-1%	1%	.
O=C(Nc1nc(-c2ccc(F)cc2)cs1)c1ccc(N2C(=O)CCC2=O)cc1	i	1%	-5.6	-24%	-0.1%	?	0%	?	1%
Nc1c(C(=O)Nc2cccc(Cl)c2Cl)sc2nc(-c3cccnc3)ccc12	i	22%	0.1	-8%	2.0%	0%	-2%	8%	-3%
CC(=O)Nc1cccc(-c2cc3nc(NCc4cccnc4)n(C)c(=O)c3s2)c1	i	.	-1.2	-7%	3.0%	14%	-9%	.	.
CC1CCCN(C(=O)Cn2c(=O)oc3cc(S(=O)(=O)N4CCCCC4C)ccc32)C1 (stereo not drawn)	i	0%	-2.1	0%	-0.5%	-4%	-11%	-8%	.
O=C(Cn1cnc2c(cnn2-c2ccccc2)c1=O)c1ccc(Cl)cc1	i	2%	-1.7	-24%	-0.8%	-28%	-19%	1%	1%
Cc1noc(C)c1COc1ccccc1C(=O)N1CCN(S(=O)(=O)c2ccccc2C(F)(F)F)CC1	i	2%	-2.9	-3%	-0.2%	?	9%	-14%	0%
CCCCNc1c(-c2cccc(SC3CCCCC3)c2)nc2ccc(Cl)cn12	i	-1%	0.1&-1.1	-15%	7.0%&4.0%	-10%	-1%&-8%	6%	-2%
COC(=O)C1C(=O)c2c([nH]c(C(=O)OC3CCCC3)c2C)CC1C (stereo not drawn)	i	-3%	0.1	14%	5.1%	-18%	?	.	.
O=C(c1ccc(C(=O)N2CCCc3ccccc32)nc1)N1CCCc2ccccc21	i	-2%	-2.0	6%	0.2%	-9%	14%	2%	-1%
S=c1[nH]c(-c2cccs2)cn1-c1ccccc1	i	5%	1.1	3%	9.9%	-1%	?	?	-19%

Part of the list above in order of length of the SMILES, rising.
SMILES	pAkt inh	A549 viability	CCT modulator	HepG2 viability	Nrf2 ARE act	TGFb inhibitor	Abeta rescue	Nrf2 inh	Mm-Cpn inhibitor
S=c1[nH]c(-c2cccs2)cn1-c1ccccc1	i	5%	1.1	3%	9.9%	-1%	?	?	-19%
CCCCNc1c(-c2cccc(SC3CCCCC3)c2)nc2ccc(Cl)cn12	i	-1%	0.1&-1.1	-15%	7.0%&4.0%	-10%	-1%&-8%	6%	-2%
COC(=O)C1C(=O)c2c([nH]c(C(=O)OC3CCCC3)c2C)CC1C (stereo not drawn)	i	-3%	0.1	14%	5.1%	-18%	?	.	.
Nc1c(C(=O)Nc2cccc(Cl)c2Cl)sc2nc(-c3cccnc3)ccc12	i	22%	0.1	-8%	2.0%	0%	-2%	8%	-3%
O=C(c1ccc(C(=O)N2CCCc3ccccc32)nc1)N1CCCc2ccccc21	i	-2%	-2.0	6%	0.2%	-9%	14%	2%	-1%
O=C(Nc1nc(-c2ccc(F)cc2)cs1)c1ccc(N2C(=O)CCC2=O)cc1	i	1%	-5.6	-24%	-0.1%	?	0%	?	1%
COC(=O)C[C@H]1c2cc(C(F)(F)F)ccc2S(=O)(=O)N1C1CCCCC1	i	-4%	-1.8	-4%&-7%	6.1%	?	-1%	1%	.
CC1CCCN(C(=O)Cn2c(=O)oc3cc(S(=O)(=O)N4CCCCC4C)ccc32)C1 (stereo not drawn)	i	0%	-2.1	0%	-0.5%	-4%	-11%	-8%	.
Cc1noc(C)c1COc1ccccc1C(=O)N1CCN(S(=O)(=O)c2ccccc2C(F)(F)F)CC1	i	2%	-2.9	-3%	-0.2%	?	9%	-14%	0%

(listing goes on)
SMILES	pAkt inh	A549 viability	CCT modulator	HepG2 viability	Nrf2 ARE act	TGFb inhibitor	Abeta rescue	Nrf2 inh	Mm-Cpn inhibitor
CC1(NC(=O)c2cc(Cl)nc3ccccc23)CCS(=O)(=O)C1 (stereo not drawn)	i	-4%	1.1	2%	0.0%	1%	8%	1%	1%
CC1(C(=O)Nc2ccc3c(c2)OCCO3)CCN1Cc1ccccc1OC(F)F (stereo not drawn)	i	.	0.6	-49%	0.8%	0%	6%	.	.
CCOC(=O)C1=C(CN2CCN(C(=O)c3ccco3)CC2)NC(=O)NC1c1ccc(C)cc1 (stereo not drawn)	.	11%	0.4	-10%	4.5%	-3%	-12%	1%	-1%
O=C(N/N=C/c1c[nH]c2ccc(Br)cc12)c1ccccn1	i	5%	-5.1	-75%	7.8%	-3%	0%	20%	2%
Cc1ccc(C(=O)N/C(=C/c2ccc(C(C)C)cc2)C(=O)NCCCN2CCOCC2)cc1	i	0%	0.8	-2%	-0.3%	-1%	-4%	-6%	1%
O=C(NCC1CCCO1)C(c1ccc(F)cc1)N(Cc1ccc(F)cc1)C(=O)Cn1nnc(-c2cccs2)n1 (stereo not drawn)	i	-20%	-2.4	-6%	3.5%	4%	-1%	-18%	0%
CC(=O)Nc1ccc2c(c1)N(C(=O)CN(C)C)c1ccccc1CC2	i	?	-2.0	-14%	-0.8%	1%	5%	14%	-2%
C[C@@H]1COC(=O)[C@@H](CC(=O)OC(C)(C)C)C/C=C\C[C@H](CC(=O)NCCO)C(=O)N1	i	-3%	-0.6	2%	-0.7%	0%	-6%	8%	-1%
CCCc1noc2c1C(c1ccoc1)C(C#N)=C(N)N2 (stereo not drawn)	i	-4%	-2.1	-16%	5.8%	-23%	15%	-5%	3%

The order is random, and some 4.3% of all compounds hit somewhere here.
